MT stabilize HCS = microtubule stabilization, imaging screen; HeLa tubulin immunostaining HCS, 24 h; share of cells brighter than vehicle mean+2SD; % tubulin-high responders, % at 10 µM; 200,000 compounds, 0.83% hits; AID 2205;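 active = plate Z-score above 3 for both tubulin-high and condensed-nucleus cell shares, with cell loss under 80%, at 10 µM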;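 also: anti alpha tubulin signal scored within the nucleus-defined area of each cell; some results filed as inactive read as strong as hits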
WT yeast gro inh = growth inhibition of WT yeast, mitochondrial fusion screen | mitochondrial fusion phenotypic screen, WT strain | inhibition, % at 10 µM | 190,000 compounds, 2.1% hits | AID 1362; in the data active = inhibition above about 58%; tested in S. cerevisiae
PMI inhibitors = MPI enzyme activity inhibition – biochemical, fluorescence intensity, coupled assay, primary screen (AID 1209); 190,000 compounds, 0.42% hits; one-dose inhibition, % at 20 µM; IC50 in µM for titrated hits; purified PMI enzyme, coupled fluorescence intensity; higher % means a stronger effect;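 also: plate controls were DMSO vehicle for no effect and wells lacking substrate for full effect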
Dynein cargo inh = dynein cargo transport inhibition; 220,000 compounds, 0.47% hits; AID 1381; z-score, hits read low; 3617.4 mouse cells, GR-EGFP nuclear translocation imaging; test concentration mostly 20 µM; stimulated with dexamethasone, 1 µM; stronger effect = lower value;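 active = plate z-score of nuclear minus cytoplasmic receptor signal below a set negative limit, without overly bright fluorescence or cell loss, cut at about -3.5 in these data, passing the limit was not always enough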;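 also: z-score of nuclear minus cytoplasmic ring GR-EGFP intensity difference per well; some compounds called inactive have numbers as strong as hits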
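Buffer or medium: tet-free, stripped-serum medium; Also added: dexamethasone, 1.0 µM final; Technique: high-content fluorescence imaging after fixation; Times: 48 h induction, 1 h compound, 30 min dex at 37 °C; Read-out: per-cell GR-EGFP intensity, nucleus versus surrounding cytoplasmic ring, well-averaged.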
Yfh1-depleted yeast = mitochondrial function rescue without frataxin homolog – Friedreich's ataxia, plus single-dose screen, dose response (AID 1465). fold induction at 50 µM; hits with a dose series show EC50 in µM. 220,000 compounds, 0.074% hits. S. cerevisiae Yfh1-off respiration, WST-1 reduction, 72 h; higher fold induction means a stronger effect;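 active = fold induction of absorbance versus untreated yeast above a set limit, then at least 30% activation at any dose in follow-up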;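 also: activators that raise dye reduction in frataxin-depleted yeast; strong numbers were not always called active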
Autophagy HCS = alters autophagy in cells. MEF GFP-LC3 puncta imaging; test concentration mostly 10 µM. calls only at 10 µM (by protocol). 190,000 compounds, 0.98% hits. AID 463193;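 active = percentage of spot-positive cells more than 3 SD above its plate mean, without a fluorescence outlier flag or 80% toxicity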;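 also: spot-positive cell cutoff set from DMSO-treated cells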
Insulin prom up = MIN6 insulin promoter up-regulation | MIN6 insulin promoter-GFP reporter, high-content imaging; stronger effect = higher value | z-score at 5 µM | 190,000 compounds, 0.3% hits | AID 1625;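 active = z-score above 3 at 5 µM with at least 500 cells counted in the well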
b-catenin transl = modulators of beta-catenin nuclear translocation. HeLa beta-catenin nuclear translocation, immunofluorescence imaging. nuclear translocation activity, % at 5 µM. 190,000 compounds, 0.3% hits. AID 1665;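 active = nuclear translocation activity above 50% at 5 µM, with a well cell count of 50 or more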;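 also: per-cell ratio of nuclear to cytoplasmic median beta-catenin stain intensity; plate controls were DMSO negative control for no effect and GSK-3 inhibitor IX positive control for full effect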
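Read-out: Nuclear/cytoplasmic beta-catenin signal ratio, % activation | Assay system: Human HeLa cell line | Times: 24 h compound exposure at 37°C, 5% CO2 | Signal: Fluorescence imaging of beta-catenin antibody stain plus DAPI | Dosing: 5 µM primary, 0.02–20 µM confirmation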
human PMI inhibitors = MPI inhibition at elevated mannose 6-phosphate – biochemical, fluorescence intensity, high mannose 6-phosphate, primary screen (AID 1220); inhibition, % at 20 µM; hits with a dose series show IC50 in µM; 190,000 compounds, 0.66% hits; recombinant PMI enzyme, coupled fluorescence intensity; higher % means a stronger effect
WT yeast gro inh mutant strain = also measured in WT yeast gro inh; calls as there; inhibition, %; mitochondrial fusion phenotypic screen, mutant strain inhibition
Dynein cargo inh cytoplasmic EGFP = second read-out of Dynein cargo inh, no call of its own (marks repeat the call); z-score; measured here: cytoplasmic GR-EGFP intensity; stronger effect = higher value
Dynein cargo inh nuclear GR-EGFP = recorded beside Dynein cargo inh, whose call it bears; z-score; measured here: nuclear GR-EGFP intensity;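 lower value marks the stronger effect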
Dynein cargo inh cell count = further read-out of Dynein cargo inh, marked with its call; z-score; measured here: cell count per field
Insulin prom up cell count = further read-out of Insulin prom up, marked with its call; cell count; measured here: cytotoxicity, nuclei count;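 total cells summed across four imaged fields per well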
b-catenin transl cell count 5 µM = second read-out of b-catenin transl, no call of its own (marks repeat the call); cell count; measured here: cell count, cytotoxicity flag
MT stabilize HCS Hoechst-high % = second read-out of MT stabilize HCS, no call of its own (marks repeat the call); % Hoechst-high responders; measured here: nuclear condensation Hoechst responders;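 share of cells brighter than vehicle mean plus two SD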
MT stabilize HCS cytotoxicity % = recorded beside MT stabilize HCS, whose call it bears; toxicity, %; measured here: cytotoxicity by cell density;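 0% = mean cell density of plate MIN control wells and 100% = no cells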
Autophagy HCS cell loss 18 h = further read-out of Autophagy HCS, marked with its call; toxicity, %; measured here: cell loss, nuclei count;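 cell loss after 18 h compound exposure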
* hit, by the source's call; i = inactive; nt = not tested or not shown. Rule as the data show it, unless noted: active = inhibition above about 50%; inactive = the rest.

SMILES | MT stabilize HCS | MT stabilize HCS Hoechst-high % | MT stabilize HCS cytotoxicity % | WT yeast gro inh | WT yeast gro inh mutant strain | PMI inhibitors | Dynein cargo inh | Dynein cargo inh cytoplasmic EGFP | Dynein cargo inh nuclear GR-EGFP | Dynein cargo inh cell count | Yfh1-depleted yeast | Autophagy HCS | Autophagy HCS cell loss 18 h | Insulin prom up | Insulin prom up cell count | b-catenin transl | b-catenin transl cell count 5 µM | human PMI inhibitors
CCOC(=O)c1cnc2c(C)cccc2c1Nc1cccc(C(=O)O)c1 | nt | nt | nt | nt | nt | nt | 1.1 | -0.031 | 0.53 | -0.67 | i | nt | nt | -0.1 | 1066 | -1.3 | 1323 | nt
COc1ccc(CC(=O)NNC(=O)CSc2nnc(C)n2-c2ccccc2)cc1 | 1.1 | 2.2 | 9.0 | -7 | -3 | -8% | 0.84 | -0.2 | 0.59 | -1 | i | i | -14 | 0 | 1429 | -0.8 | 903 | 1%
COc1ccc(NC(=O)CN2CCN(c3nc(-c4cccc(OC)c4)cs3)CC2)cc1 | 3.2 | 2.8 | 10 | 24 | 7 | 3% | -0.65 | -0.15 | -0.3 | 1.1 | i | i | 25 | nt | nt | 6.8 | 570 | -2%
CCCS(=O)(=O)N1CCCC(C(=O)NCCCN(CC)c2cccc(C)c2)C1 (stereo unspecified) | 3.3 | 1.3 | 8.3 | 29 | 7 | 5% | -0.28 | -0.19 | -0.29 | 0.58 | i | i | 6 | -1.8 | 1067 | -1.8 | 1427 | 7%
Cc1ccc(Sc2ccc(NC(=O)CCl)cc2)c(C)c1 | 2.0 | 2.9 | 12 | 64* | 15* | -2% | -2.9 | 0.78 | -2.2 | 0.08 | i | i | -1 | 0.02 | 1076 | 2.1 | 434 | 1%
C=CCNC(=O)COC(=O)COc1ccc(Cl)cc1 | 2.2 | 1.6 | 2.7 | 8 | 12 | -6% | 1 | 0.26 | 0.81 | -1.1 | i | i | 5 | 0.29 | 1297 | -3.1 | 1132 | -4%
C=CCc1ccccc1OCCOc1ccc([N+](=O)[O-])cc1/C=N/NC(N)=O | 4.1 | 3.5 | 8.2 | 6 | -13 | 4% | -0.68 | -0.37 | -0.26 | 0.32 | i | i | 2 | -1.1 | 1235 | 0.5 | 1122 | 0%
CC(=O)Nc1ccc(S(=O)(=O)n2cnc(C)c2)cc1 | 6.3 | 2.5 | 8.2 | -11 | -2 | -11% | 0.18 | -0.13 | 0.35 | -0.56 | i | i | -6 | 0.29 | 1040 | -1.1 | 1202 | -8%
O=c1[nH]nc(Cc2ccccn2)c2ccccc12 | 3.8 | 2.8 | 7.0 | -6 | 6 | -4% | -1 | -0.25 | -0.4 | 1.4 | i | i | 2 | nt | nt | -0.7 | 1119 | 4%
O=C(c1cc2ccccc2cc1OCC(O)CN1CCCCC1)N1CCCCC1 (stereo unspecified) | 6.0 | 2.7 | 1.4 | -16 | -6 | -1% | -0.44 | -0.15 | -0.064 | 0.066 | i | i | 4 | 0.51 | 928 | nt | nt | -8%
CCCOc1ccc(/C=N/O)cc1 | 5.1 | 2.8 | 7.4 | 8 | -7 | 0% | -1.3 | -0.23 | -0.99 | 0.75 | i | i | 2 | 0.41 | 1465 | 1.8 | 1257 | 4%
CCc1ccc(NC(=O)C(C)OC(=O)c2ccc(N3CCCC3)c([N+](=O)[O-])c2)cc1 (stereo unspecified) | 4.7 | 1.8 | 9.4 | 2 | -6 | 8% | 1.7 | -0.091 | 1 | -1.1 | i | i | -10 | 0.17 | 1488 | -1.4 | 1139 | -1%
CCOCC(=O)Nc1cccc(C(=O)OCC)c1 | 2.9 | 1.4 | 6.0 | -4 | -22 | 13% | -1.3 | -0.21 | -0.33 | 1.1 | i | i | 1 | -0.01 | 1131 | 1.4 | 962 | 9%
CCOc1cc(/C=N/O)cc(Br)c1OCc1ccc(Cl)cc1 | 1.5 | 2.3 | 8.3 | -13 | -22 | 21% | -0.81 | -0.073 | -0.41 | 0.51 | i | i | 5 | 1.5 | 1570 | 5.0 | 1422 | 8%
O=C(/C=C/c1cccc(Br)c1)NCC1CCCCC1 | 5.0 | 1.5 | 11 | 8 | -6 | 16% | 0.0082 | -0.25 | 0.06 | 0.066 | i | i | 2 | 0.43 | 1489 | 0.1 | 1029 | 10%
Cc1cc(C)n(-c2nc3ccccc3nc2N2CCN(C(=O)c3ccc(Cl)cc3)CC2)n1 | 1.2 | 2.8 | 39 | 10 | 0 | 9% | 0.076 | -0.28 | 0.38 | -0.028 | i | i | 1 | -1.5 | 1255 | -0.4 | 1066 | 9%
COc1ccc(C(=O)COC(=O)C(CCSC)NS(=O)(=O)c2ccc(Cl)cc2)cc1 (stereo unspecified) | 2.4 | 2.4 | 8.2 | 18 | 10 | 9% | -0.79 | -0.28 | -0.76 | 0.73 | i | i | 0 | 0.04 | 1318 | -1.6 | 513 | 13%
COc1ccccc1C(=O)NC(=S)Nc1ccc(NC(=O)c2ccco2)cc1 | 3.2 | 1.8 | 3.1 | 18 | 29 | 5% | -0.65 | -0.27 | -0.23 | 1 | i | i | -34 | nt | nt | -0.3 | 1026 | -2%
Cc1c(NC(=O)Nc2ccccc2Cl)sc(=S)n1C | 3.5 | 1.8 | 2.4 | -6 | 1 | -9% | -0.37 | -0.23 | -0.2 | -0.38 | i | i | -2 | nt | nt | -0.6 | 948 | 4%
COc1ccccc1C1C(C(=O)c2cc3ccccc3o2)=C(O)C(=O)N1CCN1CCOCC1 (stereo unspecified) | 1.5 | 2.0 | 7.6 | -3 | -1 | -58% | -0.6 | 0.19 | -0.075 | 0.29 | i | i | -5 | 0.26 | 1027 | nt | nt | -83%
O=C(N/N=C/c1ccc[nH]1)c1ccc(Cl)cc1 | 3.1 | 3.0 | 5.7 | -11 | -22 | -37% | -0.25 | -0.31 | -0.51 | 0.38 | i | i | 5 | -0.04 | 1324 | nt | nt | -5%
CCOc1cccc(CN2CCCC(CCC(=O)NCc3ccccc3F)C2)c1O (stereo unspecified) | 2.3 | 2.1 | 7.4 | 6 | -9 | 9% | 0.83 | -0.29 | -0.29 | 0.41 | i | i | 2 | -0.52 | 1447 | -2.0 | 1090 | 18%
CCc1c(C)nc(N2CCOCC2)[nH]c1=O | 2.4 | 2.5 | 7.7 | 7 | 16 | 6% | -0.36 | -0.2 | 0.17 | -0.2 | i | i | 4 | 2.5 | 1812 | -2.5 | 1091 | 4%
CN1CCN(C(=O)C2=C[C@H](c3ccccc3)C[C@H](OCc3ccc(CO)cc3)O2)CC1 | 3.5 | 1.5 | 3.2 | -14 | -3 | 5% | -0.005 | -0.26 | 0.27 | -0.012 | i | i | 4 | 0.03 | 1517 | -1.9 | 1143 | 5%
COc1ccc(Nc2nc(N)nc(CSC(=S)N3CCCCC3C)n2)cc1 (stereo unspecified) | nt | nt | nt | nt | nt | nt | 0.23 | -0.26 | 0.00077 | 0.093 | i | nt | nt | -0.42 | 1059 | 0.5 | 1347 | nt
CCn1nnc(-c2ccccc2NC(=O)C(F)(F)F)n1 | 1.6 | 1.5 | 1.0 | -27 | -6 | 4% | -0.34 | -0.089 | -0.16 | 0.74 | i | i | -9 | 0.05 | 1392 | -3.6 | 1029 | 13%
Cc1sc2nc(C3CCCCC3)nc(SCC(=O)N3CC(=O)Nc4ccccc43)c2c1C | 1.9 | 2.0 | 4.3 | 2 | 18 | 8% | -0.46 | -0.23 | -0.51 | 0.7 | i | i | 2 | nt | nt | nt | nt | 8%
O=C(CN(C(=O)c1csnn1)c1cccc2ccccc12)NC1CCCC1 | 2.3 | 1.0 | 4.2 | -4 | -6 | 5% | 0.73 | -0.042 | 0.31 | -0.48 | i | i | 4 | nt | nt | -1.9 | 1093 | 16%
COC(=O)CCCC[C@H]1SC[C@H]2NC(=O)N[C@]21O | 4.2 | 2.7 | 17 | -29 | -16 | 1% | 0.061 | -0.042 | 0.37 | 0.5 | i | i | 5 | 0.36 | 1859 | -1.1 | 1023 | -3%
Cc1ccc(C(=O)C[n+]2ccc(Cc3ccccc3)cc2)cc1 | 8.6 | 1.3 | 3.0 | 8 | 2 | -40% | 0.091 | -0.32 | 0.31 | 0.03 | i | i | 4 | -0.41 | 1274 | -1.9 | 1110 | -15%
COc1cccc(CN(Cc2cccnc2)S(=O)(=O)c2ccc(-n3cnnn3)c(C)c2)c1OC | 5.7 | 3.3 | 4.9 | -7 | 0 | 6% | -0.26 | -0.22 | 0.18 | -0.058 | i | i | -9 | -0.73 | 1087 | -0.4 | 822 | 2%
O=c1c(Cc2c(F)cccc2Cl)c(O)ccn1CCCn1ccnc1 | 2.6 | 1.0 | 3.5 | -3 | 7 | -8% | -0.27 | 0.028 | 0.56 | -0.79 | i | i | 5 | 0.22 | 1493 | -3.6 | 1089 | -8%
CCNC(=O)Cc1c(OC)ccc2cc(Br)ccc12 | 2.6 | 2.1 | 8.4 | 12 | -5 | 8% | 1.7 | -0.29 | 1.2 | -1.4 | i | i | -7 | -0.14 | 1679 | -2.3 | 1037 | 10%
Cn1cc(C(=O)NC2CCCCCC2)c(=O)c2cc(S(=O)(=O)N3CCCC3)ccc21 | 3.5 | 2.9 | 5.7 | -17 | -9 | 1% | -0.061 | -0.21 | -0.24 | -0.097 | i | i | -7 | -0.11 | 1334 | -0.7 | 942 | -1%
